# All columns: NCI-60 one-dose screen, growth in % after 48 h at 10 µM unless noted; 100 = growth as untreated, 0 = no growth, -100 = all killed.
# EKVX: EKVX NSCLC. 71,000 tested, 3% active
# SR: SR leukemia cells. AID 1794780. 73,000 tested, 8.7% active
# HOP-62: HOP-62 NSCLC | AID 1794735 | 80,000 tested, 3.9% active
# CCRF-CEM: CCRF-CEM leukemia. 77,000 tested, 7% active
# RPMI-8226: RPMI-8226 leukemia cells; 77,000 tested, 7.5% active; AID 1794781
# MOLT-4: MOLT-4 leukemia cells | 80,000 tested, 6.9% active | AID 1794779
# K-562: K-562 leukemia; 78,000 tested, 7.4% active; AID 1794777
# HOP-92: HOP-92 NSCLC cells; 71,000 tested, 6.3% active
# Active calls of the source: *; . = no result given; & = joins results of further samples. The calls were made as follows: active = growth percent below 10; inactive = the rest.
# Labels used below: A = EKVX; B = SR; C = HOP-62; D = CCRF-CEM; E = RPMI-8226; F = MOLT-4; G = K-562; H = HOP-92
SMILES: O=C(Cn1cc[n+](CC(=O)c2ccc(-c3ccccc3)cc2)c1)Nc1cccc2cccnc12
  A: 87; B: 54; C: 88; D: 65; E: 34; F: 74; G: 50; H: .

SMILES: Cc1ccc(C(=O)O)s1
  A: 126; B: .; C: 113; D: 100; E: 106; F: 82; G: 114; H: 111

SMILES: Cc1ccc2cccc(Oc3ccc(Nc4ncnc5onc(-c6ccccc6)c45)cc3)c2n1
  A: 85; B: 67; C: 90; D: 81; E: 111; F: 72; G: 77; H: 26

SMILES: Cc1nc2sc(C(=O)Nc3ccc(Cl)cc3)c(N)c2cc1C(=O)c1ccccc1
  A: 83; B: 91; C: 100; D: 108; E: 92; F: 112; G: 89; H: 89

SMILES: NCCNCCNCCN
  A: 103; B: 88&87; C: 113; D: 112&109; E: 106&102; F: 116&97; G: 111&83; H: 89&97

SMILES: CC(=O)c1ccccc1Nc1nccc(-c2ccc(Cl)cc2)n1
  A: 83; B: 102; C: 96; D: 101; E: 98; F: 84; G: 83; H: 100

SMILES: O=C1CCC(=O)N1c1ccc(Cl)cc1
  A: 101; B: 105; C: 102; D: 108; E: 100; F: 109; G: 110; H: 97

SMILES: CC(=O)CC(=O)c1cccs1
  A: 97; B: 103; C: .; D: 104; E: 102; F: 100; G: .; H: .

SMILES: CC(=O)Nc1ccc(NC(=O)CC(=O)Nc2ccc(NC(C)=O)cc2)cc1
  A: 92; B: 101; C: 84; D: 92; E: 105; F: 108; G: 105; H: 96

SMILES: Clc1ccc(/C=C/c2cc(/C=C/c3ccc(Br)cc3)c3ccccc3n2)c(Cl)c1
  A: 95; B: 106; C: 99; D: 102; E: 92; F: 108; G: 109; H: 106

SMILES: O=C(CNc1nc(-c2cccc([N+](=O)[O-])c2)cs1)Nc1cccc([N+](=O)[O-])c1
  A: 53; B: 2.7*; C: 17; D: -0.7*; E: -19*; F: 6.8*; G: 8.3*; H: -39*

SMILES: COc1ccc(NC(=O)CSc2nnc(Cn3c(C(F)(F)F)nc4ccccc43)o2)cc1
  A: 100; B: 96; C: 89; D: 86; E: 98; F: 96; G: 88; H: 103

SMILES: O=[N+]([O-])c1cccc(C(c2ccccc2)c2ccccc2)c1
  A: 79; B: 78; C: 89; D: 87; E: 83; F: 83; G: 74; H: 64

SMILES: COc1ccccc1C(=O)Nc1nn(C)c2nc(C)c(Cl)c(C)c12
  A: .; B: 82; C: 99; D: 99; E: 89; F: 81; G: 80; H: 81

SMILES: COc1cc(/C(=C2/O[C@@H]([C@H](O)CO)[C@H]3OC(C)(C)O[C@@H]23)c2ccc3c(c2)OCO3)cc(OC)c1OC
  A: 102; B: 91; C: 84; D: 95; E: 76; F: 102; G: 96; H: .

SMILES: Cn1cnc([N+](=O)[O-])c1S(=O)(=O)Oc1ccc(Cl)cc1
  A: 102; B: 25; C: 92; D: -50*; E: .; F: -0.3*; G: 16; H: .

SMILES: Cc1nc(-c2ccccc2Cl)nc2sc(C(=O)Nc3ccc(Cl)cc3)c(N)c12
  A: .; B: 64; C: 43; D: 85; E: 89; F: 86; G: 81; H: .

SMILES: O=S(=O)(NCCCNc1nccc(-c2c(-c3cccc(F)c3)nc3sccn23)n1)c1ccc(F)cc1
  A: 80; B: 96; C: 101; D: 54; E: 51; F: 47; G: 42; H: 102

SMILES: CC(C)(C)NC(=O)C(OC(=O)c1cccc(Cl)c1)c1cc2cc(F)ccc2nc1Cl (stereo unspecified)
  A: 94; B: 106; C: 85; D: 93; E: 91; F: 95; G: 92; H: 79

SMILES: COc1ccccc1-n1c(-c2ccc(O)cc2C)cn2c3c(=O)[nH]c(=O)n(C)c3nc12
  A: 99; B: 91; C: 79; D: 106; E: 93; F: 81; G: 99; H: 49

# 2 records picked at random from the list so far, as already listed:
# Labels used below: A = EKVX; B = SR; C = HOP-62; D = CCRF-CEM; E = RPMI-8226; F = MOLT-4; G = K-562; H = HOP-92
SMILES: O=C1CCC(=O)N1c1ccc(Cl)cc1
  A: 101; B: 105; C: 102; D: 108; E: 100; F: 109; G: 110; H: 97

SMILES: CC(C)(C)NC(=O)C(OC(=O)c1cccc(Cl)c1)c1cc2cc(F)ccc2nc1Cl (stereo unspecified)
  A: 94; B: 106; C: 85; D: 93; E: 91; F: 95; G: 92; H: 79

# Continued:
# Labels used below: A = EKVX; B = SR; C = HOP-62; D = CCRF-CEM; E = RPMI-8226; F = MOLT-4; G = K-562; H = HOP-92
SMILES: COc1cc2ncnc(Nc3ccc4c(cnn4C(=O)Nc4ccccc4)c3)c2cc1OC
  A: 85; B: 1.8*; C: .; D: 32; E: 70; F: 81; G: 58; H: 83

SMILES: CCc1ccc(N2CCC(=S)NC2=S)cc1
  A: 108; B: 111; C: 105; D: 110; E: 106; F: 103; G: 98; H: 113

SMILES: c1ccc2[nH]c(SSc3nc4ncncc4[nH]3)nc2c1
  A: 67; B: 33; C: 21; D: 25; E: 15; F: 26; G: 17; H: 27

SMILES: N#C/C(=C\c1ccc(Br)cc1)c1cc2ccccc2[nH]1
  A: 91; B: 81; C: 86; D: -42*; E: 79; F: 85; G: 86; H: 70

SMILES: BrCCOc1ccccc1
  A: 114; B: 112; C: 109; D: 106; E: 114; F: 111; G: 119; H: 74

SMILES: COc1ccc(-c2cc(-c3ccc(OCc4nc5ccccc5[nH]4)cc3)nc(N)n2)cc1
  A: .; B: 71; C: 92; D: 74; E: 53; F: 57; G: 57; H: 65

SMILES: O=C(CCBr)NC(=O)Nc1ccccc1
  A: 99; B: 42; C: 108; D: 81; E: 58; F: 96; G: 83; H: 102

SMILES: Cc1ccc(C(=O)c2oc3ccc4c(C)cc(=O)oc4c3c2C)cc1
  A: .; B: 13; C: 61; D: 17; E: 1.0*; F: 7.1*; G: 12; H: 9.3*

SMILES: Cc1ccc(O)c(C(C)C)c1
  A: 105; B: 135; C: 85; D: 119; E: 123; F: 118; G: 121; H: 41

SMILES: CC(C)n1cc(C2=C(c3cccc4ccccc34)C(=O)NC2=O)c2cc(Br)ccc21
  A: 85; B: 26; C: 78; D: 53; E: 92; F: 49; G: 35; H: 158

# No new results follow: entries from further up.
# Labels used below: A = EKVX; B = SR; C = HOP-62; D = CCRF-CEM; E = RPMI-8226; F = MOLT-4; G = K-562; H = HOP-92
SMILES: CC(=O)CC(=O)c1cccs1
  A: 97; B: 103; C: .; D: 104; E: 102; F: 100; G: .; H: .

SMILES: CC(=O)Nc1ccc(NC(=O)CC(=O)Nc2ccc(NC(C)=O)cc2)cc1
  A: 92; B: 101; C: 84; D: 92; E: 105; F: 108; G: 105; H: 96

SMILES: Clc1ccc(/C=C/c2cc(/C=C/c3ccc(Br)cc3)c3ccccc3n2)c(Cl)c1
  A: 95; B: 106; C: 99; D: 102; E: 92; F: 108; G: 109; H: 106

SMILES: O=C(CNc1nc(-c2cccc([N+](=O)[O-])c2)cs1)Nc1cccc([N+](=O)[O-])c1
  A: 53; B: 2.7*; C: 17; D: -0.7*; E: -19*; F: 6.8*; G: 8.3*; H: -39*

SMILES: COc1ccc(NC(=O)CSc2nnc(Cn3c(C(F)(F)F)nc4ccccc43)o2)cc1
  A: 100; B: 96; C: 89; D: 86; E: 98; F: 96; G: 88; H: 103

SMILES: O=[N+]([O-])c1cccc(C(c2ccccc2)c2ccccc2)c1
  A: 79; B: 78; C: 89; D: 87; E: 83; F: 83; G: 74; H: 64

SMILES: COc1ccccc1C(=O)Nc1nn(C)c2nc(C)c(Cl)c(C)c12
  A: .; B: 82; C: 99; D: 99; E: 89; F: 81; G: 80; H: 81

SMILES: COc1cc(/C(=C2/O[C@@H]([C@H](O)CO)[C@H]3OC(C)(C)O[C@@H]23)c2ccc3c(c2)OCO3)cc(OC)c1OC
  A: 102; B: 91; C: 84; D: 95; E: 76; F: 102; G: 96; H: .

SMILES: Cn1cnc([N+](=O)[O-])c1S(=O)(=O)Oc1ccc(Cl)cc1
  A: 102; B: 25; C: 92; D: -50*; E: .; F: -0.3*; G: 16; H: .

SMILES: Cc1nc(-c2ccccc2Cl)nc2sc(C(=O)Nc3ccc(Cl)cc3)c(N)c12
  A: .; B: 64; C: 43; D: 85; E: 89; F: 86; G: 81; H: .

SMILES: O=S(=O)(NCCCNc1nccc(-c2c(-c3cccc(F)c3)nc3sccn23)n1)c1ccc(F)cc1
  A: 80; B: 96; C: 101; D: 54; E: 51; F: 47; G: 42; H: 102

SMILES: CC(C)(C)NC(=O)C(OC(=O)c1cccc(Cl)c1)c1cc2cc(F)ccc2nc1Cl (stereo unspecified)
  A: 94; B: 106; C: 85; D: 93; E: 91; F: 95; G: 92; H: 79

SMILES: COc1ccccc1-n1c(-c2ccc(O)cc2C)cn2c3c(=O)[nH]c(=O)n(C)c3nc12
  A: 99; B: 91; C: 79; D: 106; E: 93; F: 81; G: 99; H: 49

# (cont.)
molecule | EKVX | SR | HOP-62 | CCRF-CEM | RPMI-8226 | MOLT-4 | K-562 | HOP-92
O=C(OCCCCBr)c1ccccc1 | . | 116 | 104 | 93 | 102 | 109 | 113 | 84
COc1ccc2c3c(c(OCCCN(C)C)nc2c1)-c1ccc(Cl)cc1C3=O | 21 | -33* | 10.0* | -40* | -17* | -17* | -59* | .
CN(C)C(=O)OCc1ccc2c(Cl)cc(Cl)c(O)c2n1 | 30 | 34 | 27 | 23 | 35 | 22 | 20 | 59
CN1CCN(CCCOC(=O)c2c3c(n4ccccc24)C(=O)c2ncccc2C3=O)CC1 | 38 | -11* | -35* | -16* | -0.2* | -2.5* | -30* | 15
CCN(CC)S(=O)(=O)c1ccc(S(=O)(=O)N2CCC[C@@H](C(=O)N3CCN(C(=O)OC(C)(C)C)CC3)C2)cc1 | 55 | 32 | 66 | 67 | 54 | 61 | 35 | 75
O=C1CCC(C(=O)NNc2ccccn2)N1 (stereo unspecified) | 103 | 105 | 107 | 103 | 102 | 102 | 107 | 94
CCOC(=O)c1c(C)oc2ncnc(N3CCN(CC(=O)Nc4ccc([N+](=O)[O-])cc4)CC3)c12 | 95 | 97 | 90 | 94 | 94 | 101 | 97 | 105
N#C/C(=C\c1ccc(F)cc1)C(=O)Nc1cc(-c2ccccc2)nn1-c1ccccc1 | 103 | 118 | 97 | 98 | 100 | 98 | 92 | 89
N#Cc1c(-c2ccc(OCc3ccccc3)cc2)nc(SCc2ccc([N+](=O)[O-])cc2)[nH]c1=O | 107 | 116 | 109 | 105 | 108 | 105 | 98 | 106
O=C(Cn1cc(-c2ccc(F)cc2)nn1)Nc1ccc2c(ccn2Cc2ccccc2)c1 | 107 | 120 | 107 | . | 104 | 123 | 109 | 94
Nc1ccc2c3c(ccc([N+](=O)[O-])c13)CC2 | 103 | 69 | 95 | 79 | 106 | 83 | 81 | 113
COc1cc(C2CC(=O)Nc3c(-c4cccc(F)c4)nsc32)cc2c1OCO2 (stereo unspecified) | . | 107 | 99 | 101 | 100 | 91 | 107 | 116
CC(C)(C)c1ccc(NCc2cn(-c3ccc(C(=O)O)cc3)nc2-c2cc(C(F)(F)F)cc(C(F)(F)F)c2)cc1 | 79 | 102 | 106 | 70 | 59 | 75 | 84 | .
Nc1cc(Cl)nc(N)n1 | 94 | 100 | 95 | 114 | 164 | 86 | 97 | .

# Screens as filed in PubChem.
